EPAC1 agonist: activates human EPAC1 exchange factor | O95398 | EPAC1 agonist qHTS, biochemical assay; response scale: 100% = response to 6.5 mM cAMP | Potency, µM (top dose mostly 154 µM), for inactives: top-dose activation, hits mostly activators | 0.073% of 360,000 active | AID 720707; also: potency is read from the fitted curve at half-maximal effect; nearly all actives have a fitted effect of over 60% in size
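Compounds were pinned as a concentration titration into mixtures of EPAC1 (100 nM), BODIPY-GDP-loaded Rap1B (250 nM) and GDP (50 uM). After 5 min at room temperature, fluorescence was followed for 30 min; activity was scaled to 6.5 mM cAMP.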
PI5P4K alpha inh: blocks human PI5P4K alpha kinase activity; P48426; PI5P4Kalpha enzyme, ADP-Glo luminescence, 60 min; hits give low values; max response, %; 1.2% of 330,000 active; AID 652105; active = max response of -50% or lower; inconclusive = between -30% and -50%; inactive = -30% or higher; also: value at the top dose of about 77 µM; % is scaled to controls: 0 for no effect and ±100 for the full control effect
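PI5P4Kalpha ADP-Glo assay; 5 microM ATP final; 60 min RT reaction; HEPES pH 7.4/EGTA/CHAPS, 5% DMSO; controls lacking substrate or enzyme; luminescent end-point.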
WRN inhibitor: inhibitors of human WRN helicase; Q14191; WRN helicase unwinding, fluorescent forked duplex, kinetic; Potency, µM (top dose mostly 114 µM), without a hit: top-dose activity change, negative = inhibition, actives largely listed as inhibitors; 0.46% of 360,000 active; AID 651768; also: potency is read from the fitted curve at half-maximal effect; % is scaled to controls: 0 for no effect and ±100 for the full control effect; nearly all actives have a fitted effect of over 55% in size
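Enzyme (20 nM final) and test compound sit together 15 min at room temperature before substrate addition. Substrate is a single-forked duplex oligonucleotide (100 nM) labelled with fluorophore and quencher, with 2 mM ATP; helicase unwinding raises red fluorescence, read kinetically.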
PLK1 PBD block: inhibitors of human PLK1 polo-box domain binding; P53350; Plk1 PBD binding of FITC phosphopeptide, fluorescence polarization; Potency, µM, for the others: max response, negative = inhibition, actives largely listed as inhibitors; 2.8% of 360,000 active; AID 720504; also: potency is read from the fitted curve at half-maximal effect; series mostly up to about 57 µM; % is scaled to controls: 0 for no effect and ±100 for the full control effect; nearly all actives have a fitted effect of over 65% in size
EPAC1 antag: antagonists of human EPAC1; O95398; Potency, µM (series often up to 115 µM), without a hit: at the top dose activity change, negative = inhibition, most hits filed as inhibitors; AID 720709; 0.14% of 360,000 active; EPAC1 GEF assay, Rap1b-BODIPY-GDP exchange fluorescence;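 also: potency is read from the fitted curve at half-maximal effect; plate controls were vehicle for no effect and positive control for full effect; nearly all actives have a fitted effect of over 50% in size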
EPAC2 ag: agonists of human EPAC2 (RAPGEF4). EPAC2 activation, biochemical qHTS; response scale: 100% = 6.5 mM cAMP response. AID 720711. Potency, µM (top dose mostly 154 µM), without a hit: top-dose activation, most hits filed as activators. Q8WZA2. 0.079% of 360,000 active; also: potency is read from the fitted curve at half-maximal effect; nearly all actives have a fitted effect of over 50% in size
Target sequence (Q8WZA2 whole entry, looked up): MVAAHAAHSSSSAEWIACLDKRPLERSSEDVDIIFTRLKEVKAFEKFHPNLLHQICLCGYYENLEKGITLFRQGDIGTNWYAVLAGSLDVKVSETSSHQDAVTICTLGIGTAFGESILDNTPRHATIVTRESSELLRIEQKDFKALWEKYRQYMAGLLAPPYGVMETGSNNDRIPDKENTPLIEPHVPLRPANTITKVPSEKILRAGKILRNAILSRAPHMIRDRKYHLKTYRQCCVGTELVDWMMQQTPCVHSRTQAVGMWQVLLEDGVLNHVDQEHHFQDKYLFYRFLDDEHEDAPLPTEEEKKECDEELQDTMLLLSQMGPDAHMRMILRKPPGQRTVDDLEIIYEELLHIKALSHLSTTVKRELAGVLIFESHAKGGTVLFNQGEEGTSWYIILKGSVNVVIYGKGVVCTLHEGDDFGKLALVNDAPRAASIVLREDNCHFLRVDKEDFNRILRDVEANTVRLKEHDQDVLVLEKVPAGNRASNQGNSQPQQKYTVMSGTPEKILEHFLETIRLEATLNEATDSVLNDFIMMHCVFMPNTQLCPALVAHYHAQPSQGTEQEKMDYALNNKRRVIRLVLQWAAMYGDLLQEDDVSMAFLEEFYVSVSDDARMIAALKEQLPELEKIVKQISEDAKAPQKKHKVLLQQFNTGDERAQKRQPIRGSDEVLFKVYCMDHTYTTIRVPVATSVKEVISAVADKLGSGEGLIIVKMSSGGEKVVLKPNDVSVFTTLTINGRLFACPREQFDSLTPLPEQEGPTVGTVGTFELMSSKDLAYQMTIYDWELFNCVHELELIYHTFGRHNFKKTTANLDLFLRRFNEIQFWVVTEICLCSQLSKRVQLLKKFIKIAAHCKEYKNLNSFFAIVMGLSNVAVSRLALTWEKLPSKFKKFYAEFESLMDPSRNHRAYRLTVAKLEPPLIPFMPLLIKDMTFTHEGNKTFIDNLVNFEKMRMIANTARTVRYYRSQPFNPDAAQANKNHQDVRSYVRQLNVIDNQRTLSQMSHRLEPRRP
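Each well held 100 nM EPAC2, 250 nM RAP1B-BODIPY-GDP and 50 uM GDP. Fluorescence, read at 5-min intervals to 30 min, was referenced to a 6.5 mM cAMP positive control.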
CCT chaperon mod: changes cytosolic chaperonin activity; purified chaperonin ATPase assay, HTRF ADP detection, 30 min; activity change, % (no concentration beside the values), hits read low; 0.3% of 360,000 active; AID 651819; in the data active = activity change below about -30%; also: % is scaled to controls: 0 for no effect and ±100 for the full control effect
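First, chaperonin was dispensed at 40 nM or 20 nM final depending on batch activity. Next, compounds were pinned at 76 uM and ATP added at 10 uM. After 30 min at 37 °C, ADP detection reagents ran 30 min at ambient temperature.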
IL2 activator: activators of IL-2. IL-2 activation reporter assay, cell-based qHTS; stimulated with anti-CD3/CD4/CD28 beads; in transgenic mouse T cells. activation, % (series mostly up to about 46 µM). 0.065% of 360,000 active; in the data active = activation above about 50%; inconclusive = mostly about 30% to 49%; also: 0% is about no effect
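Readout is EGFP and DsRed signal by fluorescent plate cytometry after 18 h at 37 degrees C. Transgenic mouse T cells (750/well) received compound for 60 min before bead stimulation (anti-CD3, anti-CD4, anti-CD28); memory T cells served as non-tolerant control.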
An asterisk follows results filed as active; ? = inconclusive; nt = not tested or not shown; [ ] = dose if it differs, or a comment. Unless noted, calls follow the shape of the dose curve; as a rule, active = well fitted curve in the direction sought with a large enough effect; inconclusive = small, poorly fitted or top-dose-only effect, or another doubt; inactive = no such curve, though single readings can be large; an effect the other way counts as inactive or inconclusive. This is a subset; the hit share may differ from the screen's.

SMILES	EPAC1 agonist	PI5P4K alpha inh	WRN inhibitor	PLK1 PBD block	EPAC1 antag	EPAC2 ag	CCT chaperon mod	IL2 activator
O=C(c1ccc(C(F)(F)F)cc1)n1ccc(-c2cccs2)n1	-1%	0	5%	-9%	-12%	1%	-1.3	-0.6
Cc1ccc(S(=O)(=O)Cn2nnnc2C(CC(C)C)N2CCN(C(=O)c3ccco3)CC2)cc1 (configuration not stated)	-12%	-7	-2%	-3%	-17%	2%	0.1	-2.6
CCN(CC)c1nc(=S)nc(NC(C)(C)C)[nH]1	-8%	2	-5%	-9%	8%	5%	-0.5	2.4
COc1ccc([C@H]2C[C@H](n3cc(C4CC4)nn3)[C@@H](O)CN2C(=O)C2CCCCC2)cc1	-1%	-2	-3%	2%	-2%	-3%	0.4	1.6
O=C(CCCCCNc1nc(=S)[nH]c2ccccc12)NCCc1c[nH]c2ccccc12	-7%	-6	-20%	-2%	1%	11%	-3.6	-4.9
COc1ccc(S(=O)(=O)NC2CCSc3ccccc32)cc1OC (configuration not stated)	7%	-10	6%	-12%	-8%	10%	-2.2	-3.2
Cc1ccnn1CC(=O)N/N=C/c1cn[nH]c1-c1ccc(F)cc1	-10%	-8	2%	1%	-15%	-3%	4.5	0.3
COc1ccc(CNC(=O)CSCc2ccccc2Cl)cc1	-5%	1	-31%[57.1 µM]	-16%	-16%	16%	-1.6	0.0
O=c1[nH]c2ccccc2n2c(-c3ccccc3)nnc12	14%	-93*	20µM*	0.95µM*	0%	9%	-3.0	0.1
Cc1cccc(N2CCN(C(=O)COc3ccc4ccc(=O)oc4c3)CC2)c1C	2%	0	-1%	-2%	-1%	0%	0.4	0.0
O=C(O)c1cccc2c3c([nH]c12)CCCC3	9%	0	2%	-7%	-2%	12%	-1.8	0.0
Cc1c(CC(=O)N[C@@H](C)C(=O)O)c(=O)oc2cc3occ(-c4ccccc4)c3cc12	-5%	-6	-6%	?	-10%	1%	-1.4	-0.3
C/C=C/c1ccc(OCCCNC(C)CC)c(OC)c1 (configuration not stated)	12%	6	?	?	0%	-1%	0.5	1.9
Cc1cc(C)c(C#N)c(SCC(=O)c2cc(C)n(CCc3ccccc3)c2C)n1	11%	-15	-9%	-2%	4%	10%	0.8	-2.5
CCc1ccc(C#CC2=CC(=O)CC(C)(C)C2)cc1	-13%	8	-13%	-13%	-22%	1%	-0.1	1.5
CCOCCCNC(=S)NCCNc1nc2ccc(C)cc2cc1C#N	-7%	6	-11%	-14%	4%	2%	-2.3	-1.1
CCCCCn1c(=O)[nH]c2cc(C(=O)NCc3ccco3)ccc2c1=O	-7%	-8	-2%	-1%	6%	-10%	-0.6	2.3
CC[C@]12c3[nH]c4ccc(OC)cc4c3CCN1C(=O)C(CC(=O)NCCCN(C)C)C[C@@H]2C(=O)N1CCN(C(=O)C2CC2)CC1 (some centres not stated)	-22%	9	9%	0%	1%	-1%	-0.5	-0.3
COCCCn1c(SC(C)C(=O)Nc2c(C)n(C)n(-c3ccccc3)c2=O)n[nH]c1=O (configuration not stated)	9%	9	-2%	3%	15%	-2%	-3.1	1.6
COc1ccc(NC(=O)c2ccc3c(c2)OCO3)cc1[N+](=O)[O-]	2%	1	-10%	-5%	6%	3%	1.8	-0.5
O=C1C(c2ccccc2)CN1Cc1ccccc1 (configuration not stated)	-15%	4	5%[57.1 µM]	-2%	-18%	-1%	-0.4	-0.2
C=CCOc1ccc(/C=C/C(=O)OCC(=O)NCCc2ccccc2)cc1	0%	-2	1%	-5%	-13%	6%	1.9	-4.8
CC(C)(C)c1ccc(C(=O)NC2CCS(=O)(=O)C2)cc1 (configuration not stated)	-14%	18	0%	3%	-2%	2%	1.4	-2.5
COc1cccc(N(C(=O)CNC(=O)c2ccco2)C(C(=O)NC2CCCCC2)c2ccncc2)c1 (configuration not stated)	-11%	5	6%	-4%	7%	-1%	-2.1	1.9
O=S(=O)(c1ccc(NC(=S)N/N=C/c2ccc(O)c(O)c2)cc1)N1CCOCC1	11%	-23	-27%	-17%	?	13%	-2.0	-1.6

Structural class, the compounds so far with a COOH group (2)
SMILES	EPAC1 agonist	PI5P4K alpha inh	WRN inhibitor	PLK1 PBD block	EPAC1 antag	EPAC2 ag	CCT chaperon mod	IL2 activator
O=C(O)c1cccc2c3c([nH]c12)CCCC3	9%	0	2%	-7%	-2%	12%	-1.8	0.0
Cc1c(CC(=O)N[C@@H](C)C(=O)O)c(=O)oc2cc3occ(-c4ccccc4)c3cc12	-5%	-6	-6%	?	-10%	1%	-1.4	-0.3

Continued:
SMILES	EPAC1 agonist	PI5P4K alpha inh	WRN inhibitor	PLK1 PBD block	EPAC1 antag	EPAC2 ag	CCT chaperon mod	IL2 activator
Cc1ccccc1NC(=S)N(Cc1cccnc1)Cc1ccccc1Cl	-3%	2	-4%	-27%	-1%	3%	2.2	0.4
Cc1cc(NC(=O)COC(=O)c2c(Cl)cccc2Cl)no1	-2%	-4	-2%	0%	1%	4%	-1.3	0.4
O=[N+]([O-])c1cc(CN(CCO)CCO)ccc1O	0%	-2	-31%	-11%	-12%	-3%	1.1	4.2
CC1=C(C(=O)OCc2ccccc2)C(c2ccc3ccccc3c2)NC(=O)N1CCCC(=O)O (configuration not stated)	-14%	-101*	3%	-1%	-1%	-7%	-0.3	0.1
C/C=C(/C)C(=O)OC1c2c(ccc3ccc(=O)oc23)OC(C)(C)C1OC(C)=O (configuration not stated)	-4%	0	1%	-10%	-5%	-5%	0.5	-4.1
CCC(C)Cn1cnc2c(SCc3ccccc3F)nc(N)nc21 (configuration not stated)	-9%	0	7%	-13%	12%	8%	-1.7	-0.9
CC1(C(=O)Nc2cccc3c2CCCC3)CCN1C(=O)C1(c2ccccc2)CC1 (configuration not stated)	-3%	20	-6%	3%	-15%	10%	-3.2	0.0
Cc1ccc(-c2nn(C)c(=O)c3ccccc23)cc1CN1CCOCC1	0%	-5	7%	-7%	0%	-1%	0.2	-3.0
C[C@@H]1NC(=O)c2cc([N+](=O)[O-])cc(I)c2OCC[C@@H](C(=O)NC(CC(=O)O)C(N)=O)NC(=O)[C@H](CC(N)=O)NC1=O (some centres not stated)	8%	-4	-7%	1%	6%	3%	-1.9	-0.9
NC(=O)C1CCN(c2oc(/C=C/c3ccc(F)cc3)nc2S(=O)(=O)c2ccccc2)CC1	2%	-2	0%	-20%	10%	14%	0.5	-0.2
O=C(CSc1ccc(Cl)cc1)NN=C1CCCCCC1	-3%	2	8%	2%	6%	-3%	-1.7	0.1
CS(=O)(=O)c1ccc(Cl)c(C(=O)OCC(=O)NC2CCCCCCC2)c1	9%	-6	-4%	-4%	-21%	4%	-0.4	-0.4
CCCn1c(SCC(=O)NCCc2ccc(Cl)cc2Cl)n[nH]c1=O	-10%	nt	-3%[57.1 µM]	-5%	8%	2%	-3.3	1.2
Cc1c(-c2n[nH]c(=S)n2-c2ccc(Br)cc2)nnn1-c1ccc(Cl)cc1	3%	3	-2%	-14%	-28%	-7%	0.2	0.9
COCc1cc(=O)oc2cc(NC(=O)c3ccc(C(C)(C)C)cc3)ccc12	7%	-4	9%	2%	-1%	4%	-0.6	-2.2
Cc1ccccc1NC(=O)COC(=O)c1ccc2c(c1)OCCO2	-5%	0	2%	-6%	-10%	6%	-2.4	-0.8
CCN(C(=O)COC(=O)C(C)(C)Oc1ccc(Cl)cc1)c1c(N)n(Cc2ccccc2)c(=O)[nH]c1=O	-2%	0	?	-2%	-10%	-2%	-4.0	-2.0
O=C1CCCc2c1cc(C(=O)Nc1ccc(Br)cn1)c(=O)n2-c1ccccc1	-3%	-15	-4%	-16%	3%	-7%	-1.3	1.8
CCN(C(=O)COC(=O)c1c(-c2ccccc2)noc1C)c1c(N)n(Cc2ccccc2)c(=O)[nH]c1=O	1%	-9	3%	5%	0%	0%	0.9	0.4
COc1cc(NC(=S)NCCc2c[nH]c3ccccc23)c(OC)cc1Cl	15%	5	-12%	1%	-20%	22%	-1.0	0.3

Limited to PLK1 PBD block and PI5P4K alpha inh (seven entries from above):
| structure | PLK1 PBD block | PI5P4K alpha inh |
| --- | --- | --- |
| CS(=O)(=O)c1ccc(Cl)c(C(=O)OCC(=O)NC2CCCCCCC2)c1 | -4% | -6 |
| CCC(C)Cn1cnc2c(SCc3ccccc3F)nc(N)nc21 (configuration not stated) | -13% | 0 |
| O=[N+]([O-])c1cc(CN(CCO)CCO)ccc1O | -11% | -2 |
| COCc1cc(=O)oc2cc(NC(=O)c3ccc(C(C)(C)C)cc3)ccc12 | 2% | -4 |
| C/C=C(/C)C(=O)OC1c2c(ccc3ccc(=O)oc23)OC(C)(C)C1OC(C)=O (configuration not stated) | -10% | 0 |
| Cc1ccccc1NC(=S)N(Cc1cccnc1)Cc1ccccc1Cl | -27% | 2 |
| CCN(C(=O)COC(=O)c1c(-c2ccccc2)noc1C)c1c(N)n(Cc2ccccc2)c(=O)[nH]c1=O | 5% | -9 |
